# High-throughput results from PubChem BioAssay.
# MT stabilize HCS: stabilizes microtubules in HeLa cells; HeLa tubulin immunostaining HCS, 24 h; share of cells brighter than vehicle mean+2SD; 200,000 tested, 0.83% active; % tubulin-high responders, % at 10 µM;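 active = plate Z-score above 3 for both tubulin-high and condensed-nucleus cell shares, with cell loss under 80%, at 10 µM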;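 also: anti alpha tubulin signal scored within the nucleus-defined area of each cell; some results filed as inactive read as strong as hits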
# Autophagy mod: modulators of autophagy | MEF GFP-LC3 puncta imaging; test concentration mostly 10 µM | 190,000 tested, 0.98% active | calls only at 10 µM (by protocol) | AID 463193;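 active = percentage of spot-positive cells more than 3 SD above its plate mean, without a fluorescence outlier flag or 80% toxicity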;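 also: spot-positive cell cutoff set from DMSO-treated cells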
# Dynein cargo inh: dynein cargo transport inhibition | 3617.4 mouse cells, GR-EGFP nuclear translocation imaging; test concentration mostly 20 µM; stimulated with dexamethasone, 1 µM; active compounds read low | z-score, hits read low | 220,000 tested, 0.47% active | AID 1381;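 active = plate z-score of nuclear minus cytoplasmic receptor signal below a set negative limit, without overly bright fluorescence or cell loss, cut at about -3.5 in these data, passing the limit was not always enough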;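 also: z-score of nuclear minus cytoplasmic ring GR-EGFP intensity difference per well; some compounds called inactive have numbers as strong as hits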
#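 Schedule: 48 h induction, then 1 h compound, then 30 min agonist, 37 °C. Buffer or medium: tetracycline-free induction medium containing charcoal-stripped FBS. Reagent: 1.0 µM final dexamethasone stimulus. Evaluation: nuclear versus cytoplasmic GR-EGFP signal, averaged per well. Signal: high-content fluorescence imaging after fixation.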
# ER stress rescue: protection against thapsigargin-triggered cell killing – 384-well, CSM14.1, ATP luminescence, primary screen (AID 1222) | CSM14.1 thapsigargin-induced death rescue, ATP luminescence; higher % means a stronger effect | cellular ATP content (survival), % at 20 µM, or EC50 in µM where a hit was titrated | 190,000 tested, under 10 active;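 active = EC50 below 50 µM in the dose-response confirmation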;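 also: death triggered by thapsigargin at about 15 µM added after 2 h compound pretreatment; cell ATP read after overnight thapsigargin exposure of roughly 18 to 22 hours; normalized against plate controls of thapsigargin alone and 5% DMSO vehicle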
# Lipid droplet: hepatic lipid droplet formation modulation. 240,000 tested, 0.4% active. inhibition, % at 6.5 µM. AML12 mouse hepatocytes, oleate lipid droplets, BODIPY imaging;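 active = lipid droplet intensity inhibited by at least 50%, with more than 500 cells counted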
#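 material = mouse AML12 hepatocyte cell line, fixed after treatment | also added = 100 µM oleic acid challenge | doses = compound at 6.5 µM only | schedule = overnight exposure | technique = Image-based BODIPY and DAPI two-channel analysis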
# Insulin prom up: MIN6 insulin promoter up-regulation. z-score at 5 µM. MIN6 insulin promoter-GFP reporter, high-content imaging; active compounds read high. AID 1625. 190,000 tested, 0.3% active;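 active = z-score above 3 at 5 µM with at least 500 cells counted in the well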
# T cell modulator: modulates CD8 T cell binding to vesicles; 2C CD8+ T cell-vesicle binding, flow cytometry; active compounds read low; calls only at 7 µM; 330,000 tested, 0.068% active; AID 2052;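 active = response, share of CD8 T cells binding vesicles, and their 90th percentile fluorescence all below set limits, cut at about 80% in these data, passing the limit was not always enough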
#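 Material: murine 2C transgenic CD8+ T lymphocytes / Also added: QL9-peptide-loaded Drosophila micro-vesicles bearing Ld, ICAM-1 and B7-1 / Schedule: binding step 1.5 h, 37 °C, antibody labelling 20 min, ice / Signal: flow cytometry, PE anti-B7-1 (FL2) versus Alexa647 anti-CD8 (FL8), PFA-fixed / Evaluation: percent CD8+ FL2 mean versus row control / Benchmarks: naked versus QL9-loaded vesicles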
# b-catenin transl: alters nuclear translocation of beta-catenin in HeLa cells; AID 1665; nuclear translocation activity, % at 5 µM; immunofluorescence imaging; 190,000 tested, 0.3% active;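 active = nuclear translocation activity above 50% at 5 µM, with a well cell count of 50 or more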;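 also: per-cell ratio of nuclear to cytoplasmic median beta-catenin stain intensity; plate controls were DMSO negative control for no effect and GSK-3 inhibitor IX positive control for full effect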
#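 Technique: fluorescence imaging of beta-catenin antibody stain plus DAPI / Material: human HeLa cell line / Incubation: compound treatment 24 h, 37°C, 5% CO2 / Read-out basis: % activation of per-cell nuclear versus cytoplasmic median beta-catenin signal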
# Salmonella PhoP GFP: PhoP-dependent GFP reporter repression – Salmonella Typhimurium, primary screen (AID 1863); inhibition, % at 50 µM; hits with a dose series show IC50 in µM; S. Typhimurium PhoP-regulated promoter GFP reporter, 4 h; higher % means a stronger effect; 300,000 tested, 0.16% active;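 active = inhibition over 29.93%, a cutoff 3 SD above the screen mean, later confirmed by dose response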;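 also: 0% = low Mg2+ inducing control and 100% = high Mg2+ repressing control; strong numbers were not always called active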
# Dynein cargo inh cytoplasmic EGFP: recorded beside Dynein cargo inh, whose call it bears; z-score; measured here: cytoplasmic GR-EGFP intensity; active compounds read high
# Dynein cargo inh nuclear GR-EGFP: further read-out of Dynein cargo inh, marked with its call; z-score; measured here: nuclear GR-EGFP intensity;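 lower value marks the stronger effect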
# Dynein cargo inh cell count: recorded beside Dynein cargo inh, whose call it bears; z-score; measured here: cell count per field
# Insulin prom up cell count: further read-out of Insulin prom up, marked with its call; cell count; measured here: cytotoxicity, nuclei count;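 total cells summed across four imaged fields per well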
# Lipid droplet cells 6.5 µM: further read-out of Lipid droplet, marked with its call; cell count; measured here: cell count, cytotoxicity flag;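 cells counted across two imaged fields per well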
# b-catenin transl cell count 5 µM: recorded beside b-catenin transl, whose call it bears; cell count; measured here: cell count, cytotoxicity flag
# T cell modulator vesicle-bound %: further read-out of T cell modulator, marked with its call; double positive events, %; measured here: CD8+ vesicle-bound cell fraction;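 binding gate set so that unloaded-vesicle control wells show 10% double positive cells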
# MT stabilize HCS Hoechst-high %: second read-out of MT stabilize HCS, no call of its own (marks repeat the call); % Hoechst-high responders; measured here: nuclear condensation Hoechst responders;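 share of cells brighter than vehicle mean plus two SD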
# MT stabilize HCS cytotoxicity %: also measured in MT stabilize HCS; calls as there; toxicity, %; measured here: cytotoxicity by cell density;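 0% = mean cell density of plate MIN control wells and 100% = no cells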
# Autophagy mod cell loss 18 h: further read-out of Autophagy mod, marked with its call; toxicity, %; measured here: cell loss, nuclei count;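 cell loss after 18 h compound exposure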
# * hit, by the source's call; i = inactive; · = no result given; + = active, no number. No enrichment for hits (roughly 3% active in at least one column).
SMILES,MT stabilize HCS,MT stabilize HCS Hoechst-high %,MT stabilize HCS cytotoxicity %,Autophagy mod,Autophagy mod cell loss 18 h,Dynein cargo inh,Dynein cargo inh cytoplasmic EGFP,Dynein cargo inh nuclear GR-EGFP,Dynein cargo inh cell count,ER stress rescue,Lipid droplet,Lipid droplet cells 6.5 µM,Insulin prom up,Insulin prom up cell count,T cell modulator,T cell modulator vesicle-bound %,b-catenin transl,b-catenin transl cell count 5 µM,Salmonella PhoP GFP
COc1ccc(S(=O)(=O)NCCOc2ccccc2)cc1OC,1.9,1.6,5.3,i,6,-0.72,-0.22,-0.45,0.46,·,-14,639,0.71,1148,i,8,-0.9,1010,-3%
CCCc1cc(=O)oc2cc(OCC(=O)Nc3cc(C)on3)ccc12,2.5,1.9,8.0,i,-53,-1.2,-0.45,-0.6,0.57,-0.9%,·,·,0.32,1513,i,4,-3.5,799,-8%
CCN(c1ccccc1)S(=O)(=O)c1ccc(Cl)c(NC(=O)COC(=O)c2ccc[nH]c2=O)c1,·,·,·,·,·,0.009,-0.25,-0.1,0.33,·,-15,787,0.05,1052,i,41,0.2,1384,-15%
CCCCn1c(=S)[nH]c2ccccc2c1=O,2.1,3.7,11,i,0,1.5,-0.26,0.22,-0.69,22%,5,636,-0.13,1341,i,44,-0.2,969,25%
CCCNc1cc(C)c(C#N)c2nc3ccccc3n12,3.9,2.0,5.6,i,1,1.2,0.12,1,-2.1,0.3%,14,722,0.43,1208,i,41,0.7,936,8%
Cc1ccc(C)c2[nH]c(=O)c(CN(Cc3cccs3)C(=S)NCc3ccco3)cc12,4.3,2.5,10,i,-3,-0.35,-0.19,-0.022,0.26,3.3%,-8,637,-1.6,1257,i,41,-1.4,1179,6%
CCOc1ccc(CNCc2ccccc2Cl)cc1,1.1,0.7,5.0,i,20,-0.88,-0.28,-0.079,0.18,-0.6%,1,687,-0.51,1592,i,2,-3.4,1099,5%
CC(=O)Nc1ccc(S(=O)(=O)Oc2ccc(N3C(=O)C4CCCCC4C3=O)cc2)cc1 (stereo unspecified),1.1,1.9,4.0,i,-2,-0.33,-0.21,-0.26,-0.0029,-1.0%,·,·,0.92,1198,i,38,-0.1,1323,5%
C#CCOCCOCCOCCNc1nc(N2CCN(C(=O)C([C@@H](C)CC)n3cc(C(N)Cc4ccc(O)cc4)nn3)CC2)nc(N2CCN(C(=O)[C@H](CCC(=O)O)n3cc(C(N)CO)nn3)CC2)n1 (stereo partly specified),1.7,0.8,1.2,i,5,-0.28,-0.025,0.24,-0.08,-2.1%,-2,732,-0.6,1452,i,46,0.3,1145,-6%
CN(C)c1ccc(/C=[N+](\[O-])C2N(c3ccccc3)C(=S)SC2(C)C)cc1 (stereo unspecified),2.4,1.8,3.1,i,-11,1,-0.14,1.1,-1.8,-0.6%,3,690,0.09,1354,i,22,-0.7,510,2%
CCc1ccc(Nc2cc(=O)n(C3CCCCC3)c(=O)[nH]2)cc1,3.1,2.2,6.4,i,1,-1,-0.25,-0.74,0.2,·,-2,695,-1.2,1253,i,38,·,·,-15%
COc1ccc(NC(=O)c2ccc(Cc3ccc(C)cc3)o2)cc1,3.6,1.8,0.9,i,-6,-0.22,-0.21,0.33,-1.2,-2.6%,-3,739,0.37,1025,i,7,-0.4,969,-6%
CC1CCN(CCNC(=O)CN(C)S(=O)(=O)c2cccc3nsnc23)CC1,5.6,2.1,4.8,i,9,-0.66,-0.14,-0.42,0.86,-0.1%,·,·,-0.23,1253,i,48,1.0,848,6%
Cc1ccc(-c2nn(-c3cccc(F)c3)cc2CNCc2cccnc2)o1,1.8,1.2,1.9,i,11,-0.98,-0.26,-0.67,0.79,0.0%,-6,696,-0.26,1395,i,56,-2.3,944,4%
CC(C)CC(=O)NC(NC(=O)CC(C)C)c1cccc([N+](=O)[O-])c1,1.3,2.2,14,i,-8,-0.93,-0.3,-0.44,0.7,2.1%,-14,651,-0.36,1517,i,60,8.1,857,-9%
C=C1CSc2nc(=O)c3c4c(sc3n21)CCCC4,4.9,3.3,4.0,i,-28,-0.65,-0.2,-0.091,0.52,4.4%,·,·,-1.5,893,i,20,1.8,1040,6%
N#Cc1cc([N+](=O)[O-])ccc1NCCN1CCOCC1,2.3,2.4,4.1,i,16,-0.47,-0.31,-0.26,0.69,-1.0%,10,636,·,·,i,53,1.3,1526,-3%
O=C(O)c1cccnc1Sc1ncnc2sc3c(c12)CCC3,·,·,·,·,·,-0.44,-0.8,-0.42,-0.0076,·,8,722,0.08,1126,i,39,0.0,1433,-10%
COC(=O)c1cc(-c2ccc(S(=O)(=O)N3CCCC3)cc2)c(C(F)(F)F)s1,·,·,·,·,·,0.44,-0.25,-0.0025,-0.74,·,0,716,1.1,1493,i,42,-1.7,1196,-6%
CC(/C=C/c1ccco1)=N\NC(=O)CNc1ccc2ccccc2c1,4.9,1.9,7.4,i,-12,1.3,-0.11,0.71,-0.5,-0.5%,-5,686,-0.07,1213,i,46,1.7,1113,-2%
O=C(Cn1c(=O)oc2cc(S(=O)(=O)N3CCOCC3)ccc21)N1CCc2ccccc2C1,5.9,1.9,3.9,i,-2,2.1,0.11,1.6,-1.5,1.9%,·,·,0.33,1050,i,24,-6.5,1136,-3%
COc1ccc(CNC(=O)C2CCCN2S(=O)(=O)c2ccc(C)cc2)cc1 (stereo unspecified),2.2,2.1,6.6,i,-11,0.11,-0.22,0.22,-0.16,0.9%,·,·,-1.1,1379,i,25,-7.6,997,-3%
COC(=O)c1scc(C)c1-n1ccc(C(=O)C(=O)N(C)C)c1,3.8,2.0,7.2,i,-2,0.63,-0.4,0.09,0.16,1.2%,-4,713,-0.39,1589,i,54,-2.3,1091,-7%
O=C(c1ccccc1)N1CCN(c2ccc([N+](=O)[O-])c(NCC3CCCO3)c2)CC1 (stereo unspecified),4.1,2.0,9.4,i,18,1.1,-0.32,0.81,0.44,2.1%,-1,641,-0.45,1456,i,11,1.2,1516,-2%
O=[N+]([O-])c1cc(S(=O)(=O)N2CCCCC2)ccc1NCCN1CCOCC1,2.1,1.0,3.8,i,4,0.48,-0.22,0.29,0.23,·,-17,678,-0.62,1173,i,22,1.5,1044,3%
CC1Nc2nc(N(C)C)[nH]c(=O)c2NC1C (stereo unspecified),3.2,2.3,5.8,i,-1,0.096,-0.17,0.15,-0.92,0.5%,-2,682,0.37,1441,i,28,·,·,-21%
COc1ccc(S(=O)(=O)Nc2cc(C(=O)NCCC(C)C)ccc2N2CCOCC2)cc1,3.2,2.0,7.2,i,10,-0.83,-0.36,-0.61,0.93,0.2%,·,·,0.19,1189,i,59,-7.2,973,10%
Cc1onc(-c2ccccc2)c1C(=O)NCc1cccnc1,2.6,2.8,12,i,-8,0.64,-0.18,0.87,0.092,-3.2%,-3,731,-0.51,1187,i,58,-2.5,1224,-2%
O=C(NCCSc1c[nH]c2ccccc12)c1ccco1,5.5,1.6,6.5,·,·,-0.93,0.022,-0.28,0.47,·,-4,608,·,·,i,27,-1.1,1288,2%
COc1ccc(CN2CCN(c3ccccn3)CC2)c(OC)c1,3.1,2.5,9.5,i,-12,-1.1,-0.19,-0.28,0.45,-0.6%,·,·,-0.06,999,i,22,-1.2,1141,-2%
COc1cccc(NC(=O)CSc2ncnc3c2oc2ccccc23)c1,4.2,1.8,3.2,i,7,-0.035,-0.29,0.2,0.14,-0.1%,·,·,0.9,1047,i,28,-2.9,1207,-3%
CCN1CCCC1CNc1ncnc2c1[nH]c1ccc(Cl)cc12 (stereo unspecified),5.8,1.7,5.5,+,27*,-0.6,-0.16,-0.3,2.5,-6.4%,·,·,-2.3,1248,i,54,1.5,1107,-5%
COC(=O)c1sc(N)c(C(=O)OC)c1COC(=O)C1CC(=O)N(Cc2ccco2)C1 (stereo unspecified),2.9,2.2,6.4,i,1,-0.18,0.12,0.16,0.63,-1.3%,-2,659,-0.59,1667,i,39,-0.3,1036,-12%
Cc1ccc(C(=O)N2CCC(Cc3ccccc3)CC2)cc1[N+](=O)[O-],2.3,1.1,2.1,i,19,-0.61,-0.32,-0.22,0.56,-11%,-4,680,-0.78,1312,i,8,0.0,1178,0%

# Only b-catenin transl, for 2 of the compounds above:
Compound	b-catenin transl
O=C(NCCSc1c[nH]c2ccccc12)c1ccco1	-1.1
COc1ccc(CN2CCN(c3ccccn3)CC2)c(OC)c1	-1.2
